A350 autofl: compound fluoresces in the Alexa 350 spectral region; Compound autofluorescence, 340/450 nm, Alexa 350 dye-equivalents; hits give high values; 59,000 tested, 11% active; AID 590; max dye-equivalent concentration, M; in the data active = max dye-equivalent concentration above about 10 nM; inconclusive = mostly about 1.1 nM to 9.6 nM
Casp1 inh: caspase-1 (human) inhibition, allosteric or competitive; Potency, µM (top dose mostly 57.5 µM), without a hit: top-dose activity change, negative = inhibition, most hits filed as inhibitors; P29466; 75,000 tested, 0.03% active; AID 900; Caspase-1 enzyme, Ac-WEHD-AFC fluorogenic rate;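 also: potency is read from the fitted curve at half-maximal effect; plate controls were vehicle for no effect and no substrate for full effect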
Target sequence (P29466 120-297 limits assumed): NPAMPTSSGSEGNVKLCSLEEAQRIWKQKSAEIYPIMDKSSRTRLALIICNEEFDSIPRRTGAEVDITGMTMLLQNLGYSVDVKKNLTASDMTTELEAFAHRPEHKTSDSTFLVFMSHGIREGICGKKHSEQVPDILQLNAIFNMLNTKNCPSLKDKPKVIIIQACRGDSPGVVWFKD
Target sequence (P29466 317-404 limits assumed): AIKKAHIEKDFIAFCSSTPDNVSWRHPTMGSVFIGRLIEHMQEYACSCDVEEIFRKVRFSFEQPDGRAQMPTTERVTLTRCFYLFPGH
BRCT PPI green: BRCA1 BRCT-phosphoprotein interaction inhibition; BRCA1 BRCT-phosphopeptide binding, green fluorescence polarization; Potency, µM (doses to about 76.9 µM), for the others: top-dose activity change, negative = inhibition, most hits filed as inhibitors; 75,000 tested, 0.05% active; AID 875;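 also: potency is read from the fitted curve at half-maximal effect; plate controls were peptide without protein for full effect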
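Compounds were incubated for 12 min at room temperature with a complex of 100 nM fluorescein-tagged pBACH1 decapeptide and 250 nM His-tagged BRCT protein. Buffer was phosphate pH 7.3 with EDTA, DTT and Tween 20. Disruption of binding lowers the polarization signal.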
Caspase-7 inhib: allosteric or competitive inhibitors of human caspase-7 | P55210 | Potency, µM (top dose mostly 57.5 µM), for inactives: at the top dose activity change, negative = inhibition, most hits filed as inhibitors | 75,000 tested, 0.02% active | recombinant caspase-7, Ac-DEVD-AFC fluorescence rate; active = well fitted inhibition curve with a large enough effect in the main read-out, with a control signal flat, not every such curve was filed as active; inconclusive = small, poorly fitted or top-dose-only effect, or a change in a side signal; also: potency is read from the fitted curve at half-maximal effect; % of control where 0% means no effect
BRCT inh red: inhibitors of human BRCA1 BRCT-phosphoprotein interaction (red fluorophore). P38398. BRCT-phosphopeptide binding, red fluorescence polarization. Potency, µM (titrated, usually from 76.9 µM), for the others: at the top dose activity change, negative = inhibition, actives largely listed as inhibitors. 75,000 tested, 0.03% active; also: % is scaled to controls: 0 for no effect and ±100 for the full control effect
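Rhodamine-labelled pBACH1 10-mer (100 nM) bound to BRCT domain (100 nM) at pH 7.3; compounds incubated 12 min room temperature, polarization read. Free peptide defines full inhibition; unlabelled decapeptide titrated as control.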
Fluorescein autfl: compound fluoresces in the fluorescein spectral region. AID 593. 59,000 tested, 0.91% active. max fluorescein-equivalent concentration, M. Compound autofluorescence, 480/540 nm, fluorescein-equivalent; hits give high values; in the data active = max fluorescein-equivalent concentration above about 10 nM; inconclusive = between about 1.1 nM and that limit
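In this qHTS profile, compound fluorescence was measured with a 480 nm/540 nm filter pair following a 15-min room-temperature incubation in 100 mM Tris (pH 8.0). A six-point fluorescein series on each plate served for normalization.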
HEK293 cAMP ctrl: parental HEK293 cAMP activation (counter-screen); parental HEK293 CNG cAMP sensor, membrane potential fluorescence; Potency, µM (titrated, usually from 57.1 µM), for inactives: top-dose activation, most hits filed as activators; 73,000 tested, 2.5% active; also: potency is read from the fitted curve at half-maximal effect; % of control where 0% means no effect; nearly all actives have a fitted effect of over 55% in size
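Parental HEK 293 cells stably expressing a cAMP-gated CNG channel were loaded with membrane potential dye containing 100 uM RO 20-1724 for 60 min. Compound added for 30 min; depolarization read as fluorescence intensity at 590 nm.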
UbGFP stabilizer: ubiquitin-GFP accumulation via proteasome inhibition. Ubiquitin-GFP reporter cells, proteasome inhibition, GFP fluorescence; response scale: untreated = 0%, 10 µM MG-132 = 100%. Potency, µM (titrated, usually from 45.9 µM), for inactives: at the top dose activation (GFP accumulation), actives largely listed as activators. 67,000 tested, under 10 active. AID 526; active = well fitted activation curve with a large enough effect, not every such curve was filed as active; inconclusive = small, poorly fitted or top-dose-only effect, or another doubt; inactive = no such curve, though single readings can be large or run the other way; also: potency is read from the fitted curve at half-maximal effect
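Reporter cells (U2OS, ubiquitin-G76V-GFP fusion) are plated overnight, then treated 4 hr at 37 °C with compound titrations from 46 uM down to 2.9 nM. Activity is scaled against untreated cells and 10 uM MG-132.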
GFP derepression: epigenetic modulators derepressing GFP locus in mouse cells; mouse C127i GFP locus derepression, cytometry, 30 h; Potency, µM (series often up to 46.1 µM), inactives show top-dose GFP derepression (activation); 68,000 tested, 0.09% active; AID 597; also: % of control where 0% means no effect
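Read-out is the number of GFP-positive cells, scored as fluorescent objects 20 to 120 um wide, reflecting derepression of a silenced CMV-GFP reporter in murine C127i cells after 30 h compound exposure at 37 C.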
4-MU autofl: compounds fluorescent in 4-MU spectral region. compound autofluorescence, 340/450 nm, 4-MU equivalents; hits give high values. 59,000 tested, 11% active. AID 589. max dye-equivalent concentration, M; in the data active = max dye-equivalent concentration above about 10 nM; inconclusive = mostly about 1.1 nM to 9.6 nM
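Compounds in 100 mM Tris, pH 8.0, incubated 15 min at room temperature, then fluorescence read at 340 nm excitation/450 nm emission. Signal converted to 4-MU dye-equivalent concentration using an on-plate six-point 4-MU standard curve.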
USP2a inhib: blocks human ubiquitin-specific protease USP2a; O75604; USP2a enzymatic assay, qHTS inhibition; Potency, µM (highest dose often 38.3 µM), without a hit: at the top dose activity change, negative = inhibition, most hits filed as inhibitors; 60,000 tested, 0.1% active; AID 927;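 also: potency is read from the fitted curve at half-maximal effect; nearly all actives have a fitted effect of over 60% in size; plate controls were DMSO for no effect and NEM full inhibition control for full effect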
Target sequence (O75604 whole entry, looked up): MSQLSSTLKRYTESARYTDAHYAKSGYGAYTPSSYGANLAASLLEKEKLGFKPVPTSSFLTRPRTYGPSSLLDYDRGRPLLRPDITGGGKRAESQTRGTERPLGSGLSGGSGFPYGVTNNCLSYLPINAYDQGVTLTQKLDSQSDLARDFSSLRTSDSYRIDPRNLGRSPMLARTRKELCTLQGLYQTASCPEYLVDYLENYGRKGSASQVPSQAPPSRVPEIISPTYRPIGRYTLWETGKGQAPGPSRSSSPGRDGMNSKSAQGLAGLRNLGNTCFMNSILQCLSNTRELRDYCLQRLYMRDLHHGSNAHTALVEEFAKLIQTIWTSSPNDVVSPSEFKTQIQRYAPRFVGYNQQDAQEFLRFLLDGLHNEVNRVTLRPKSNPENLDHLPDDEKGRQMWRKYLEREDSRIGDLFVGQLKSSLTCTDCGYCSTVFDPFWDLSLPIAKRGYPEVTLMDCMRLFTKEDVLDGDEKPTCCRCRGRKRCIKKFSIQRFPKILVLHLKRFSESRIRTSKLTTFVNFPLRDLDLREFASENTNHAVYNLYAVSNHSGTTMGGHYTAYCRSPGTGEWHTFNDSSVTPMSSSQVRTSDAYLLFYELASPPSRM
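20 nM USP2 core + cpd, 30 min RT; add 20 nM Ub-PLA2/20 uM NBD C6-HPC; read Ex460/Em535 at 0 h and 2.5 h. Normalized to NEM; qHTS curve fit/classification.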
Active calls of the source: *; i = inactive; ? = inconclusive; . = not tested or not shown; & = joins results of further samples; [ ] = dose if it differs, or a comment. Unless noted, calls follow the shape of the dose curve; as a rule, active = well fitted curve in the direction sought with a large enough effect; inconclusive = small, poorly fitted or top-dose-only effect, or another doubt; inactive = no such curve, though single readings can be large; an effect the other way counts as inactive or inconclusive. Only part of the results is shown; rates above refer to the full screens.

SMILES | A350 autofl | Casp1 inh | BRCT PPI green | Caspase-7 inhib | BRCT inh red | Fluorescein autfl | HEK293 cAMP ctrl | UbGFP stabilizer | GFP derepression | 4-MU autofl | USP2a inhib
CC(C)CN1CCCC2(CCN(C(=O)c3cccn3C)CC2)C1 | i | -2% | -1.2% | -1% | -0.1% | ? | ? | 0% | 5%[9.22 µM] | i | 59%[activator]
O=C(Nc1cccc(F)c1)N1CCCC2(CCN(C(=O)c3ccncc3)CC2)C1 | i | -2% | -2.7% | -1% | -0.7% | ? | 15% | 22% | 9%[9.22 µM] | i | 19%
Nc1nc(SCc2ccc(Cl)cc2Cl)n[nH]1 | i | 1% | -0.9% | 0% | -1.2% | i | -7% | 2% | 2% | i | -9%
O=C(NCc1ccco1)C1CCCN(S(=O)(=O)c2cccc3nonc23)C1 (stereo not drawn) | i | -7% | 0.5% | -4% | -0.4% | ? | 2% | 9% | 2% | i | 14%
CCC(=O)NCc1nc2ccccc2n1Cc1ccccc1F | i | 1% | 0.3% | 1% | -0.3% | i | -6% | 0% | 1% | i | 0%
Cc1ccc([N+](=O)[O-])cc1S(=O)(=O)N(C)C | . | -1%&-3%&-7% | -2.0%&-2.3%&-1.9% | -2%&2%&-2% | 1.7%&0.4%&0.4% | . | 10% | . | . | . | 1%&0%
COc1cccc(C(=O)N(CN2CCCC2=O)c2cccc(Cl)c2)c1OC | i | 0% | -0.8% | -1% | 1.6% | ? | 6% | -5% | 0% | i | 1%
CCOC(=O)C(C)Sc1nc2c(c(=O)[nH]c(=O)n2C)n1CCc1ccccc1 (stereo not drawn) | i | 0% | 0.9% | -1% | -2.0% | i | 24% | -2% | -3% | i | 7%
CCSc1nnc(NC(=O)CSc2nc3c(c(=O)n2C)SC(C)C3)s1 (stereo not drawn) | i | 2% | -1.5% | 0% | 0.6% | i | 17% | 7% | -1% | i | 20%
Cc1cc(C)cc(N(CC(=O)Nc2cccc(C)n2)S(=O)(=O)c2c(C)noc2C)c1 | . | -4% | -2.2% | -1% | -1.1% | . | ? | -12% | -3% | . | .
Cc1nn(-c2ccccc2)c2[nH]c(=O)c(CNc3ccc(N4CCOCC4)cc3)cc12 | i | -9% | 6.0% | -4% | -1.9% | ? | -25% | 15% | 0% | i | 21%
CCOC(=O)c1nc2ccccc2s1 | . | 2% | 0.7% | 0% | 1.1% | . | -7% | -9% | 2% | . | 1%
O=C(Cn1cnc2c(cnn2-c2ccc(F)cc2)c1=O)NCc1ccco1 | i | 0% | -1.9% | -1% | -1.0% | i | 11% | 5% | 0% | i | 2%
COc1cccc(C(=O)CN2CCC(NC(=O)NC3CCCCC3)CC2)c1 | i | -4% | -1.6% | -16% | 0.9% | i | 23% | 0% | -1% | i | 16%
CCCSc1nc(N)cc(=O)[nH]1 | i | -1% | -1.5% | -3% | -0.2% | i | 7% | 7% | 2% | i | -2%
Cc1ccc(-c2nnc3ccc(SC(C)C(=O)O)nn23)cc1 (stereo not drawn) | . | -2% | -1.2% | 2% | -4.2% | . | ? | 20% | . | . | .
Cc1cccc(N2CCN(c3nnnn3-c3ccccc3)CC2C)c1 (stereo not drawn) | i | -1% | -2.1% | -1% | -1.0% | i | 25µM* | 0% | 0% | i | 12%
Cc1cccc(N2CCN(C(=O)c3ccc(Cl)c(S(=O)(=O)NCc4ccco4)c3)CC2)c1C | i | -3% | 1.4% | -6% | 1.0% | ? | 8% | 4% | 2% | i | 37%[activator]
Cc1cccc(C(=O)NCc2nnc(SCC(=O)N3CCN(c4ccccc4)CC3)n2C)c1 | i | -1% | -2.8% | 1% | 0.7% | i | -5% | 14% | 2% | i | 3%
CCCN(CCC)CCc1cccc2c1CC(=O)N2 | i | -2%&3% | -0.2%&-2.0% | 0%&1% | 1.1%&2.4% | ? | -12% | 4% | 0% | i | 2%&-1%
COc1ccccc1NS(=O)(=O)c1ccc(Cl)cc1 | ? | -1% | -3.5% | -1% | -0.4% | i | 14% | 2% | 0% | ? | -1%
CC1(C)OCC(CSC2=C(SCC3COC(C)(C)O3)C(=O)c3ncccc3C2=O)O1 (stereo not drawn) | . | ? | -1.8% | -9% | 1.2% | . | 2% | . | . | . | .
COc1cccc(-n2c(C)nnc2SCC#N)c1 | i | 0% | -1.7% | 0% | -2.4% | i | 9% | 4% | 2% | i | .
Cc1ccc([N+](=O)[O-])c(C)c1 | . | 0% | -0.9% | 1% | 1.2% | . | 23% | . | . | . | .
CCOC(=O)c1ccc(NC(=O)C(C)NS(=O)(=O)c2ccc(OC)cc2)cc1 (stereo not drawn) | i | 1% | 0.8% | -1% | 0.8% | i | 1% | 1% | 5% | i | -4%
COc1ccc(Cn2nc(C)cc2C)cc1OC | i | 1% | 0.7% | -1% | -0.5% | i | 0% | . | 0% | i | 1%
Cc1ccc2c(c1)CCCN2C(=O)c1c(C)noc1C | i | 1% | -2.2% | -1% | -1.3% | ? | 7% | 7% | 3% | i | 5%
Cc1ccc2nc3c(cc(C(=O)NCC4CCCO4)n3C)c(=O)n2c1 (stereo not drawn) | ? | -3% | -0.1% | 0% | 0.1% | ? | 5% | 1% | 4% | 1e-08M* | -5%
CC1=C(/C=C/C(C)=C/C=C/C(C)=C/C=C/C=C(C)/C=C/C=C(C)/C=C/C2=C(C)C(=O)CCC2(C)C)C(C)(C)CCC1=O | . | -3% | 2.2% | -1% | 1.3% | . | . | . | . | . | -8%
CCOC(=O)c1sc(NC(=O)CCn2nnc3ccccc32)c(C(=O)OCC)c1C | i | -8% | 6.5% | -2% | 0.4% | ? | 23% | 0% | 2% | i | 34%[activator]
O=C(O)c1cc(S(=O)(=O)Nc2ccc3c(c2)OCCO3)c(Cl)cc1Cl | . | -4% | -0.4% | 1% | -1.4% | . | 0% | 7% | . | . | .
CCCC(=O)NC1=C(C#N)C2(CCCC2)Cc2ccccc21 | i | 1% | -0.3% | -1% | 2.0% | i | 23% | 5% | 2% | i | -5%
CCCn1c(-c2ccc(F)cc2)nc2c(NCCN3CCSCC3)nc(C)nc21 | . | 1% | 0.9% | -1% | 0.1% | . | ? | 2% | . | . | .
CCOC(=O)CN(C(=O)CNC(=O)c1ccco1)C(C(=O)NC1CCCC1)c1ccccc1OCC (stereo not drawn) | i | 0% | 1.3% | 2% | -0.5% | i | ? | -4% | -4% | i | .
Cc1nc2ccccc2c2oc(C(=O)NCc3ccccn3)cc12 | i | 2% | 2.2% | 0% | -2.5% | i | -2% | -3% | 1% | i | 5%
COCCCN1C(=O)C(=O)/C(=C(/O)c2ccc(OC)cc2C)C1c1cccnc1 (stereo not drawn) | ? | 1% | -2.0% | -1% | -0.4% | i | 3% | -1% | 0% | ? | 1%
COc1ccc(C)cc1S(=O)(=O)N(C)CC(=O)Nc1ccc2c(c1)OCO2 | i | 0% | 0.3% | -1% | 0.0% | i | -1% | 5% | 7% | i | 21%
CS(=O)(=O)Nc1cccc(-c2nc(N3CCOCC3)c3ccccc3n2)c1 | i | 1% | -0.2% | 1% | -2.2% | i | 11% | -1% | -3%[9.22 µM] | i | 9%
CC1(C)NC(=O)N(CCCCOc2ccc3c(c2)CCC3)C1=O | i | 1% | 1.0% | -6% | 0.4% | ? | 4% | -8% | 3% | i | -5%
Cc1ccc(NC(=O)C2CCCN2S(=O)(=O)c2ccc(F)cc2)c(C)c1 (stereo not drawn) | i | -1% | -1.3% | 0% | -0.7% | i | -1% | -11% | 3% | i | 6%

Full records, quoted from the list:
O=C(O)c1cc(S(=O)(=O)Nc2ccc3c(c2)OCCO3)c(Cl)cc1Cl reads A350 autofl = .; Casp1 inh = -4%; BRCT PPI green = -0.4%; Caspase-7 inhib = 1%; BRCT inh red = -1.4%; Fluorescein autfl = .; HEK293 cAMP ctrl = 0%; UbGFP stabilizer = 7%; GFP derepression = .; 4-MU autofl = .; USP2a inhib = .
CCOC(=O)CN(C(=O)CNC(=O)c1ccco1)C(C(=O)NC1CCCC1)c1ccccc1OCC (stereo not drawn) reads A350 autofl = i; Casp1 inh = 0%; BRCT PPI green = 1.3%; Caspase-7 inhib = 2%; BRCT inh red = -0.5%; Fluorescein autfl = i; HEK293 cAMP ctrl = ?; UbGFP stabilizer = -4%; GFP derepression = -4%; 4-MU autofl = i; USP2a inhib = .

Other structures follow.
SMILES | A350 autofl | Casp1 inh | BRCT PPI green | Caspase-7 inhib | BRCT inh red | Fluorescein autfl | HEK293 cAMP ctrl | UbGFP stabilizer | GFP derepression | 4-MU autofl | USP2a inhib
O=C(NCc1cccs1)C1CCN(S(=O)(=O)c2ccc(Br)s2)CC1 | i | 0% | 12% | 1% | 1.7% | ? | ? | 1% | 2% | i | 6%
CCOC(=O)N1CCN(c2c(NCC3CCCO3)c(=O)c2=O)CC1 (stereo not drawn) | . | -2% | -3.0% | -1% | 0.1% | . | 0% | -2% | . | . | .
CC1C2CC(CC1(C)C)N(C(=O)Nc1ccc3nccnc3c1)C2 (stereo not drawn) | . | ? | -2.8% | -24% | 0.9% | . | 15% | -1% | 0% | . | 21%
CC(C)n1c2ccccc2c2nnc(SCC(=O)OCN3C(=O)c4ccccc4C3=O)nc21 | . | -4% | -0.5% | 0% | -0.5% | . | 0%[11.4 µM] | ? | -2% | . | 19%[7.66 µM]

Source: PubChem BioAssay (National Center for Advancing Translational Sciences (NCATS))
